AddAB inh: less growth of phage-infected E. coli with AddAB; E. coli expressing H. pylori AddAB, absorbance growth; inhibition, % at 11.9 µM; actives 0.29% (n = 330,000); in the data active means inhibition above about 12%;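 further: 0% = vehicle wells of infected cells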
OPRM1-OPRD1 ag: OPRM1-OPRD1 heterodimerization agonism. P35372+P41143. cells, luminescence. activation, % at 9.3 µM. actives 0.3% (n = 340,000). AID 504326; in the data active means activation above about 18%;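 further: 0% = vehicle-treated cells and 100% = reference agonist; values of inactives mirror those of a sister screen read the other way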
phage Ecoli inh: E. coli growth loss with phage present; growth absorbance; inhibition, % at 11.9 µM; actives 0.26% (n = 360,000); in the data active means inhibition above about 11%
PKA-R1A activ: PKA-R1A complex activation; AID 504707; actives 0.083% (n = 340,000); PKA-R1A dissociation, Cy5-IP20 fluorescence polarization; scaled: DMSO 0%, 113 µM cGMP 100%; activation, % at 11.4 µM; P00514+P68181;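 active means percent activation above the mean of all tested compounds plus 3 SD, cut at about 19% in these data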;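 further: higher means more PKAc released from R1A so a rise in polarization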
HTR5A ag: HTR5A agonism, opioid heterodimer counter-screen; P47898; actives 0.61% (n = 340,000); activation, % at 9.3 µM; HTR5A agonist assay, luminescence, cell-based; in the data active means activation mostly above about 9.5%, no sharp cut-off; inactive means mostly below about 7.6%;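 further: 0% = cells with vehicle only and 100% = reference agonist; strong numbers were not always called active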
Target sequence (P47898 whole entry, looked up): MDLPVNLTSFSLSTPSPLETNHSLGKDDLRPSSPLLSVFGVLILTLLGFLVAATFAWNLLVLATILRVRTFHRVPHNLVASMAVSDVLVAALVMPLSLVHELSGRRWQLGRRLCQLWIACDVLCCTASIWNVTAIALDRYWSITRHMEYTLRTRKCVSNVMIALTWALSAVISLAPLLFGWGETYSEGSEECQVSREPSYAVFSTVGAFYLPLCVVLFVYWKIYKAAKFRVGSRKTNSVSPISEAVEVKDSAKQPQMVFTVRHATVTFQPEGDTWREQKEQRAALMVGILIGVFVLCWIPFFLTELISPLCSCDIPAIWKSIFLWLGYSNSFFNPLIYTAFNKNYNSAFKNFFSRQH
HTR5A inv ctr: counter-screen for OPRM1-OPRD1 inverse agonists: human HTR5A inverse agonism. inhibition, % at 9.3 µM. AID 504634. actives 0.083% (n = 340,000). P47898. HTR5A cell line, luminescence; in the data active means inhibition mostly above about 23%, no sharp cut-off; inactive means mostly below about 18%;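 further: 0% = cells with DMSO and 100% = no-cell wells with DMSO; some compounds called inactive have numbers as strong as hits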
PfHsp90 yeast 2: inhibits growth of yeast expressing Plasmodium falciparum Hsp90 | inhibition, % at 9.4 µM | S. cerevisiae expressing PfHsp90, BacTiter-Glo ATP, 48 h; yeast lacking PDR1 and PDR3 efflux regulators | actives 0.32% (n = 310,000);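 active means every replicate shows inhibition above about 80%, whatever the replicate mean, limit read from the data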;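 further: 0% = DMSO neutral controls and 100% = 20 µM radicicol positive controls; yeast relying on Plasmodium falciparum Hsp90 in place of its own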
MOR-DOR inv ag: inverse agonist of human OPRM1-OPRD1 heterodimerization; P35372+P41143; cell-based MOR-DOR heterodimer luminescence, inverse agonism; inhibition, % at 9.3 µM; actives 0.21% (n = 340,000); AID 504357; in the data active means inhibition above about 22%, passing the limit was not always enough;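 further: 0% = cells with DMSO and 100% = wells without cells with DMSO; values of inactives mirror those of a sister screen read the other way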
Mot1-301 SUMO: inhibitors of SUMOylation pathway: yeast Mot1-301 growth rescue | S. cerevisiae Mot1-301 growth rescue, ATP luminescence, 38.5C; percent above DMSO median, 100 means doubled | growth rescue, % at 18.8 µM | actives 1% (n = 320,000) | AID 2716;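 active means every valid replicate shows activation above 250% relative to neutral control wells; inactive means the rest, any valid replicate at or below 250%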;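 further: OY570 slx delta 5 strain wells were the positive control but not used for scaling; some compounds called inactive have numbers as strong as hits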
DSG3 Ab inh: human desmoglein-3 autoantibody binding inhibition | binding (percent of control), % at 10 µM | P32926 | DSG3-coupled beads, scFv-anti-DSG3-GFP binding, flow cytometry; active compounds read low | actives 0.48% (n = 310,000);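 active means binding more than 3 SD below its plate's average and above zero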;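 further: hits lower antibody fragment binding to DSG3; some compounds called inactive have numbers as strong as hits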
Ecoli viability: reduces bacterial viability in AddAB counter-screen. E. coli V3065 growth, OD600 absorbance, 18 h. actives 0.27% (n = 330,000). inhibition, % at 11.9 µM;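 active means inhibition above the campaign's mean inhibition across all tested compounds plus 3 SD, cut at about 9.9% in these data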;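 further: uninfected addAB+ strain grown without phage in ampicillin broth; 0% = DMSO wells and 100% = ciprofloxacin 0.95 µg/ml wells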
The depositor's hits bear a star; x = no result given.

Order of values: AddAB inh	OPRM1-OPRD1 ag	phage Ecoli inh	PKA-R1A activ	HTR5A ag	HTR5A inv ctr	PfHsp90 yeast 2	MOR-DOR inv ag	Mot1-301 SUMO	DSG3 Ab inh	Ecoli viability
- O=C(COc1ccccc1[N+](=O)[O-])N1CCN(S(=O)(=O)c2ccccc2)CC1
    1.4	-1.1	0.5	8	-2	5	-32	6	-1	101	-0.1
- Cn1ccnc1C(=O)c1ccc(Cl)c(S(=O)(=O)N2CCOCC2)c1
    1.0	-2.7	-1.1	-2	9	-29	-5	14	x	90	1.7
- O=C(Cc1cccc2ccccc12)Nc1cccnc1
    1.9	-2.5	1.6	-8	1	-4	-9	12	-4	99	0.2
- COC(=O)c1cnc(NNS(=O)(=O)c2ccc(Cl)cc2)nc1C(F)(F)F
    1.5	x	-0.3	x	x	x	-12	x	-2	92	-0.3
- c1ccc(-c2ccccc2OCCCN2CCCCC2)cc1
    4.2	0.5	2.0	-5	2	-18	-91	-3	34	115	3.1
- CC(=O)Nc1ccc(S(=O)(=O)NNc2ccc([N+](=O)[O-])cc2)cc1
    2.2	-1.9	2.5	-5	-1	3	-15	9	296*	118	-1.1
- Cc1ccc(NC(=O)c2cnccn2)cc1
    0.7	-2.0	2.7	-5	-3	7	1	11	x	96	1.8
- CC(NC(=O)CCc1ccccc1)c1ccc2c(c1)OCO2 (stereo not given)
    0.2	-2.8	0.3	-7	3	-9	13	14	1	105	1.9
- COc1cccc(NC(=O)COC(=O)c2ccc3ccccc3n2)c1
    -1.8	-1.8	2.6	-4	-1	3	9	9	1	x	0.0
- CN(CC(=O)Nc1cccc(F)c1)C(=O)CCc1nc2ccccc2c(=O)[nH]1
    5.0	-1.1	2.2	-6	-4	9	-9	7	-17	100	0.1
- Cc1c(CCC(=O)O)c(=O)oc2cc(OCc3ccccc3Br)ccc12
    -0.3	1.0	-2.2	-9	1	-3	1	-5	-2	103	-0.6
- O=C(Nc1ccncc1)c1c(F)cccc1F
    -0.2	-0.8	x	2	-1	2	14	5	-9	96	3.3
- COCc1cc(=O)n2[nH]c(C)nc2n1
    1.0	-1.4	-0.5	2	-3	-18	-7	7	-27	94	0.8
- Cc1ccc(C(C(=O)NC2CCCC2)N(C(=O)Cc2cccs2)c2ccc(C)c(C)c2)o1 (stereo not given)
    0.2	1.3	0.1	7	2	11	8	-8	-19	107	-1.5
- COc1cc(C(=O)O)ccc1OCc1ccncc1
    4.3	-1.8	1.0	-1	16*	-1	-35	10	-13	109	1.6
- NC(=O)c1ccc(Sc2nnc(-c3cccs3)n2CC2CCCO2)c([N+](=O)[O-])c1 (stereo not given)
    6.7	2.5	2.5	-1	0	-1	-33	-13	6	107	1.1
- CC(=O)Nc1nnc(SCc2cc(=O)c(OC(=O)c3ccccc3)co2)s1
    3.4	-3.7	-1.2	-10	1	21	23	20	x	94	0.5
- COc1cccc(C(=O)n2ccc(-c3cccs3)n2)c1
    0.4	-1.7	1.5	6	1	-12	17	9	-8	119	-1.7
- COc1ccc2cc(C(=O)C3CCCN(Cc4cccc(C)n4)C3)ccc2c1 (stereo not given)
    -2.6	-0.1	-4.9	-1	-1	2	2	0	-6	119	-2.2
- CCCOC(=O)C(C)n1cnc2scc(-c3ccc(C)cc3)c2c1=O (stereo not given)
    3.2	0.8	-3.3	3	3	-11	8	-4	0	107	1.6
- CN(C(=O)C(=O)c1cn(CC(=O)N2CCCC2)c2ccccc12)C1CCCCC1
    -0.4	-1.6	2.1	6	2	5	-12	11	316	100	2.8
- CCOC(=O)C1CCCN(CC(=O)Nc2nc(-c3ccccc3)cs2)C1 (stereo not given)
    -3.7	3.2	-0.9	-10	2	-8	10	-15	4	90	-2.2
- CCOC(=O)C(NC(=O)CC)(Nc1ccc(S(=O)(=O)Nc2cc(C)on2)cc1)C(F)(F)F (stereo not given)
    6.4	-1.9	0.3	4	-1	-5	15	12	-15	x	2.0
- Cc1ccc(C(=O)N/N=C\c2cc3c(cc2Br)OCO3)s1
    1.5	9.3	1.7	-6	-2	-29	3	-51	5	98	-0.8
- CCCNC(=O)COC(=O)/C=C/c1ccc(C)o1
    1.3	0.5	-1.6	-3	-9	22	x	-2	17	110	2.0
- O=C(COc1cccc2ccccc12)NNC(=O)c1cccs1
    1.9	-3.5	1.4	-17	-1	2	x	18	-22	96	0.8
- Cn1c(C(=O)N2CCC(C(=O)N3CCN(Cc4ccc5c(c4)OCO5)CC3)CC2)cc2sccc21
    -0.7	-0.3	3.1	-14	-2	-26	-21	2	3	107	-1.5
- O=C1CC(SC2=NCCS2)C(=O)N1c1ccc(Cl)cc1 (stereo not given)
    4.0	-0.8	3.9	-5	-1	23	2	6	-7	94	2.2
- CNC(=O)COc1ncnc2scc(-c3ccc(F)cc3)c12
    3.6	-2.9	2.9	19*	0	-1	-36	14	7	97	-4.3
- O=c1[nH]c2ccc(Cl)cc2c(-c2ccccc2)c1SC(=S)N1CCCCC1
    -0.2	3.9	-0.2	-2	0	-7	-68	-23	-33	97	0.8
- CC(C(=O)c1ccc(-c2ccccc2)cc1)[n+]1cccc(C(N)=O)c1 (stereo not given)
    2.4	0.1	0.2	-1	5	-24	5	0	-16	113	-0.6
- N#Cc1ccc(CSc2nnc(NC(=O)CCc3nc4ccccc4c(=O)[nH]3)s2)cc1
    0.8	-1.4	2.1	-11	-5	13	-19	10	13	97	0.0
- CCOC(=O)CSc1nnc2n(C3CCCCC3)c(=O)c3c4c(sc3n12)CCCC4
    0.9	-2.5	1.0	-9	1	2	-17	13	-16	120	2.4
- COC(=O)c1cc(Cc2ccc(N)c(C(=O)OC)c2)ccc1N
    -1.0	0.7	4.5	-1	1	-15	x	-4	-10	97	0.6
- N#CC1=C(SCc2ccc(C#N)cc2)N=C(N)C(c2nc(-c3ccccc3)cs2)C12CCCCC2 (stereo not given)
    3.2	-0.8	1.0	-1	3	-29	6	4	-7	99	0.7
- CCN(CC)S(=O)(=O)c1ccc(C(=O)N2CCCCC2)cc1
    -0.8	-2.0	2.8	1	0	6	x	10	-15	104	1.4
- CCCCCC(=O)NC(Nc1ccc(S(N)(=O)=O)cc1)C(Cl)(Cl)Cl (stereo not given)
    -0.3	-1.3	0.9	-5	0	9	51	7	4	82	1.6
- O=C(OCc1cc(=O)n2c(n1)sc1ccccc12)c1ccc2c(=O)n3c(nc2c1)CCC3
    2.1	0.3	1.1	5	-3	-8	-23	-2	-1	101	-2.0
- COc1ccc(NC(=O)c2cc([N+](=O)[O-])ccc2N2CCCC2)cc1
    3.1	x	2.2	x	x	x	15	x	253	100	-0.2
- COc1ccc(S(=O)(=O)N2CCCC2C(=O)Nc2ccc(C(C)=O)cc2)cc1 (stereo not given)
    1.6	-1.6	0.8	-4	-5	14	-8	8	16	105	-2.1
- COc1ccc(S(=O)(=O)N2CCN(C(=O)c3cc(C)nc4ccccc34)CC2)cc1OC
    1.2	-0.7	2.9	8	-4	11	6	3	-1	101	2.8
- COc1cccc(OC)c1C(=O)Nc1cccc(S(=O)(=O)Nc2ccccc2Cl)c1
    1.9	0.1	4.0	12	0	8	-33	0	3	109	0.9
- CCC/C(O)=C1\C(=O)CC(C)(C)CC1=Nc1cccc([N+](=O)[O-])c1
    0.2	-0.4	0.8	-13	3	-9	-14	2	-6	102	-0.6
- Nc1nnc(CSCc2ccc(Cl)cc2)s1
    3.8	-1.6	0.5	-15	-3	11	13	8	13	111	-0.4
- c1ccc2nc(N3CCOCC3)c(N3CCOCC3)nc2c1
    -0.5	-2.6	0.3	-8	-1	1	-12	16	-5	x	-1.0
- O=C(NC(=S)Nc1ccc2c(c1)OCCO2)c1ccco1
    2.4	-3.5	4.3	8	-3	7	15	17	-10	x	3.7
- COc1ccc(CN(C)C(=O)Cn2cnc(C(=O)Nc3ccc(C)c(C)c3)n2)cc1OC
    -1.5	-4.2	0.9	-1	1	-4	0	21	x	99	-3.0
- Fc1ccc(CN2CCCCCC2)c(F)c1
    0.7	-2.5	0.0	4	-1	-27	x	11	25	99	-1.3
- Brc1ccccc1-n1nnc(-c2nccs2)n1
    -0.5	-1.2	3.6	2	9	-10	1	6	10	104	-1.4
- COc1cc(S(=O)(=O)N2CCCCC2)c(OC)cc1Br
    2.5	-2.6	0.3	-7	3	-25	1	13	-27	99	1.4
- O=C(COc1ccc(Cl)cc1Cl)Nc1ccc(S(=O)(=O)NC2=NCCCCC2)cc1
    0.3	0.1	5.3	-3	1	-1	11	0	-19	87	0.8
- O=S(=O)(CC(c1ccccc1)N1CCCCC1)c1ccc(Cl)cc1 (stereo not given)
    1.1	x	2.7	x	x	x	3	x	11	96	1.2
- O=C(N/N=C/c1ccc([N+](=O)[O-])s1)c1cccc(Br)c1
    4.2	8.3	3.2	1	2	-41	35	-43	132	102	0.6
- Cc1nccn1CCN(C)Cc1cn(Cc2ccccc2)nc1-c1ccc2c(c1)OCO2
    1.8	0.0	5.8	-2	4	-11	-7	0	6	110	0.0

Gathered by group, the entries above with two or more sulfur atoms
Order of values: AddAB inh	OPRM1-OPRD1 ag	phage Ecoli inh	PKA-R1A activ	HTR5A ag	HTR5A inv ctr	PfHsp90 yeast 2	MOR-DOR inv ag	Mot1-301 SUMO	DSG3 Ab inh	Ecoli viability
- NC(=O)c1ccc(Sc2nnc(-c3cccs3)n2CC2CCCO2)c([N+](=O)[O-])c1 (stereo not given)
    6.7	2.5	2.5	-1	0	-1	-33	-13	6	107	1.1
- CC(=O)Nc1nnc(SCc2cc(=O)c(OC(=O)c3ccccc3)co2)s1
    3.4	-3.7	-1.2	-10	1	21	23	20	x	94	0.5
- O=C1CC(SC2=NCCS2)C(=O)N1c1ccc(Cl)cc1 (stereo not given)
    4.0	-0.8	3.9	-5	-1	23	2	6	-7	94	2.2
- O=c1[nH]c2ccc(Cl)cc2c(-c2ccccc2)c1SC(=S)N1CCCCC1
    -0.2	3.9	-0.2	-2	0	-7	-68	-23	-33	97	0.8
- N#Cc1ccc(CSc2nnc(NC(=O)CCc3nc4ccccc4c(=O)[nH]3)s2)cc1
    0.8	-1.4	2.1	-11	-5	13	-19	10	13	97	0.0
- CCOC(=O)CSc1nnc2n(C3CCCCC3)c(=O)c3c4c(sc3n12)CCCC4
    0.9	-2.5	1.0	-9	1	2	-17	13	-16	120	2.4
- N#CC1=C(SCc2ccc(C#N)cc2)N=C(N)C(c2nc(-c3ccccc3)cs2)C12CCCCC2 (stereo not given)
    3.2	-0.8	1.0	-1	3	-29	6	4	-7	99	0.7
- Nc1nnc(CSCc2ccc(Cl)cc2)s1
    3.8	-1.6	0.5	-15	-3	11	13	8	13	111	-0.4

Bioassay records from PubChem.
